SIRT5 inh: SIRT5 desuccinylase inhibitors, primary screen, biochemical, fluorescence imaging, single point, set 5 | Purified SirT5, succinyl-peptide AMC, trypsin-coupled fluorescence | inhibition, % at 15 µM | 1.1% of 330,000 active | AID 652115, 2013; in the data active = inhibition above about 15%
Target sequence (Q9NXA8 whole entry, looked up): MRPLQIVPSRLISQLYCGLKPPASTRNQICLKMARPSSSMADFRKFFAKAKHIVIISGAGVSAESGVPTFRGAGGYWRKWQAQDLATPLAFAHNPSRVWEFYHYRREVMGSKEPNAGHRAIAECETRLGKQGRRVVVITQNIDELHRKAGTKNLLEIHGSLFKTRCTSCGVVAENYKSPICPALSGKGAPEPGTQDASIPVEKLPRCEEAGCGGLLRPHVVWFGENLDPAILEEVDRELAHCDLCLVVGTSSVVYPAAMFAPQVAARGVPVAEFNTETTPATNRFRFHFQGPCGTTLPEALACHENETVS
Cneo AK release: Cryptococcus neoformans cell lysis inducers, primary screen, AK release luminescence, single concentration. C. neoformans lysis, adenylate kinase release luminescence, 4 h; normalised: neutral wells 0, clomiphene wells 100. lysis activity, % at 15 µM. 0.2% of 360,000 active. AID 651654, 2012;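 active = mean lysis activity across replicates of at least 80%, whatever share of replicates individually reach that level; inactive = mean lysis activity below 80%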
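Material: C. neoformans cells; Schedule: 4 h static compound exposure, 37 °C, read 1 h post-reagent; Measured by: adenylate kinase release luminescence; Read-out: signal increase indicating cell lysis; Controls: Clomiphene as positive lysis control.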
ARNT TACC3 PPI: disruptors of ARNT/TACC3 protein interaction, primary screen, biochemical, AlphaScreen, single concentration | Transforming acidic coiled-coil-containing protein 3 (Homo sapiens), Q9Y6A5 | AlphaScreen His-ARNT PAS-B/GST-TACC3 binding, luminescence; TACC3 fragment carries E629A point mutation | inhibition, % at 9.99 µM | 0.66% of 390,000 active | AID 623870, 2012;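 active = mean inhibition of replicates at least 50% and at least half of replicates each reaching 50%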;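 also: 0% = complete ARNT plus TACC3 wells and 100% = ARNT alone without TACC3; many hits fall short of the cut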
miR122 inh: miR-122 Renilla sensor signal increase in Huh7, primary screen, miR-122 inhibitor project, cell-based, single point, plate reader. Huh7 miR-122 Renilla luciferase sensor, 48 h; neutral wells = 0, positive control = 100. activation (reporter increase), % at 12.5 µM. 0.3% of 340,000 active. AID 602342, 2012;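 active = mean replicate activation score at least 90 and every replicate individually at or above 90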;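 also: higher luciferase means less miR-122 activity so hits act as miR-122 inhibitors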
esBAF inh: Bmi1 luciferase reporter increase in mESCs, primary screen, esBAF inhibitor project, mouse ES cells, Bmi1 luciferase knock-in, single point. 24 h; 100% = twice the neutral-well signal. reporter increase, % at 12.5 µM. 2% of 350,000 active. AID 602393, 2012; in the data active = activation above about 40%;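 also: 0% = median of the plate's neutral control wells and 100% = double that signal; a rise in the Bmi1 reporter signal indicates esBAF inhibition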
ERp5 block: inhibitors of ERp5-driven insulin aggregation, primary screen, biochemical, turbidity, absorbance 650 nm, single point | Protein disulfide-isomerase A6 (Homo sapiens), Q15084 | 90 min | inhibition, % at 9.99 µM | 0.05% of 350,000 active | AID 651711, 2012;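 active = mean replicate inhibition above about 25%, with every replicate also reaching it, limit read from the data, passing the limit was not always enough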
Target sequence (Q15084 whole entry, looked up): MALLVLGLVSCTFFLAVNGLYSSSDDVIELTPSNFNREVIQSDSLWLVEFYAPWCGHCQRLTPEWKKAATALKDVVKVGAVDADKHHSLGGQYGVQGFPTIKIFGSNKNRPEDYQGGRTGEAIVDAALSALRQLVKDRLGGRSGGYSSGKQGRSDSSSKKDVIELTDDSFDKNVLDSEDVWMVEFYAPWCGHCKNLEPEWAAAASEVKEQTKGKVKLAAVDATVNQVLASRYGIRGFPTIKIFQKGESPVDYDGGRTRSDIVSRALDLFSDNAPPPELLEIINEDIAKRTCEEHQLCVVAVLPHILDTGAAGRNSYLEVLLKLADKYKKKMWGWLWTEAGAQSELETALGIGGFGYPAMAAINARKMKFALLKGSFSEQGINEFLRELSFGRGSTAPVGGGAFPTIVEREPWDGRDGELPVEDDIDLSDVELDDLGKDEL
C2C12 statin: suppressors of statin myotoxicity in C2C12 myotubes, primary screen, cell-based, single point, plate reader; C2C12 myotubes + simvastatin, ATP luminescence, 48 h; scaled: DMSO 0, geranylgeraniol control 100; rescue of ATP level, % at 7.49 µM; 0.78% of 330,000 active;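 active = mean ATP rescue above about 67%, or every replicate alone reaching that limit, limit read from the data, passing the limit was not always enough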;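 also: myotubes were challenged with 10 µM simvastatin during compound exposure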
* marks the source's active call; other numbers are inactive results; x = no result given; & = joins results of further samples; [ ] = dose if it differs, or a comment.

compound	SIRT5 inh	Cneo AK release	ARNT TACC3 PPI	miR122 inh	esBAF inh	ERp5 block	C2C12 statin
O=C(Nc1ccc(F)c(Cl)c1)c1csc([C@@H]2C[C@H](O)[C@@H](CO)O2)n1	-1	-6	x	x	43*	-1	-3
COC(CNC(=O)Cn1nc(Cc2ccncc2)c2ccccc2c1=O)OC	0	-5	-2	-1	-4	-2	10
CCOc1cc(CNCc2cc(OC)cc(OC)c2)ccc1OC	x	-2	7	-1	5	2	15
COCCn1cc(C(=S)N2CCOCC2)c2ccccc21	x	-1	1	-3	2	x	10
CCCN1CCC(NC(=O)CCc2nnc(-c3ccccc3)o2)CC1	x	4	x	-6	-10	x	4
CCCCn1ccc(=O)c2c(C(F)(F)F)nccc21	x	-2	0	0	-3	x	11
COc1ccccc1NC(=O)CSc1nnnn1-c1ccc(C(=O)O)cc1	-1	x	0	x	x	0	x
CN(C)c1ccc(Cc2cc3c(O)ccc(O)c3cc(Cc3ccc(N(C)C)cc3)c2=O)cc1	-2	x	-2	x	x	4	x
COc1cc(NC(=O)CSc2nccc(C)n2)c(C(=O)O)cc1OC	x	0	-2	12	-1	x	-6
C[C@@H]1CCCCO[C@@H](CN(C)Cc2ccncc2)[C@H](C)CN([C@@H](C)CO)C(=O)c2cc(NC(=O)Nc3ccc4c(c3)OCO4)ccc2O1	-5	-1	11	13[16.7 µM]	62*	3	x
COc1ccc(F)cc1-c1cc(NC=O)c2ncc(-c3cc(OC)c(OC)c(OC)c3)n2c1	x	0	x	14	-23	-3	-52
NC(=S)C(c1ccccc1)c1ncc(C(F)(F)F)cc1Cl (stereo not drawn)	0	7	-2	8	-3	-15	-12
CCn1cc(C(=O)NCCCOC)c(=O)c2cc(S(=O)(=O)N3CCC(C)CC3)ccc21	1	-1	2	-2	-6	1	7
C[C@H](CO)N1C[C@H](C)[C@H](CN(C)Cc2cccnc2)Oc2ncc(C3=CCCCC3)cc2C1=O	4	0	-3	17[16.7 µM]	2	1	-6
N/C(=N\OC(=O)c1cccc(Cn2cc(C(F)(F)F)ccc2=O)c1)c1ccc(Cl)cc1	-4	3	-3	-1	x	6	x
CCN1CCN(c2nc(-c3cccnc3)nc3ccccc23)CC1	x	1	24	5	-1	x	-6
Cc1cccc(-c2nnc(SCC(=O)NC3CCCC3)o2)c1	-3	-1	x	-3	4	-1	6
COc1ccc(NS(=O)(=O)c2ccc(NC(=O)c3ccccc3Br)cc2)nn1	-3	0	-1	4	-7	-3	13
COc1ccc(CSc2nnc(-c3ccncc3)n2N)cc1	-3	x	-1	x	x	0	x
CCOC(=O)N1CCN(S(=O)(=O)c2ccc(C(=O)Nc3ccc(F)cc3F)cc2)CC1	x	9	-4	27	1	x	-111

Of the compounds above, four contain an aryl thioether with sulfur outside any ring:
compound	SIRT5 inh	Cneo AK release	ARNT TACC3 PPI	miR122 inh	esBAF inh	ERp5 block	C2C12 statin
COc1ccccc1NC(=O)CSc1nnnn1-c1ccc(C(=O)O)cc1	-1	x	0	x	x	0	x
COc1cc(NC(=O)CSc2nccc(C)n2)c(C(=O)O)cc1OC	x	0	-2	12	-1	x	-6
Cc1cccc(-c2nnc(SCC(=O)NC3CCCC3)o2)c1	-3	-1	x	-3	4	-1	6
COc1ccc(CSc2nnc(-c3ccncc3)n2N)cc1	-3	x	-1	x	x	0	x

Full records, quoted from the list. Order of values: SIRT5 inh, Cneo AK release, ARNT TACC3 PPI, miR122 inh, esBAF inh, ERp5 block, C2C12 statin
COc1ccc(NS(=O)(=O)c2ccc(NC(=O)c3ccccc3Br)cc2)nn1 is listed as -3, 0, -1, 4, -7, -3, 13
N/C(=N\OC(=O)c1cccc(Cn2cc(C(F)(F)F)ccc2=O)c1)c1ccc(Cl)cc1 is listed as -4, 3, -3, -1, x, 6, x

Other records
compound	SIRT5 inh	Cneo AK release	ARNT TACC3 PPI	miR122 inh	esBAF inh	ERp5 block	C2C12 statin
CCOc1ccccc1Nc1nc(N)nc(CN2CCCCC2C)n1 (stereo not drawn)	-1	-1	-8	-4	-19	2	2
CCOC(=O)c1cn(Cc2cccc(Cl)c2)nn1	-3	-5	-3	10	x	-6	x
O=C(Nc1ccc(Cl)cc1)Nc1ccc(N2CCC(C(F)(F)F)CC2)nc1	-5	1	-6	-1	x	1	x
O=C(OCCN1CCCC1=O)c1cc(F)c(F)c(F)c1F	-1	-3	-5	-16	1	6	-1
CC(=O)c1c(N2CCN(Cc3ccccc3)CC2)[nH]c(-c2ccccc2)nc1=S	x	-2	0	-4	8	x	-8
CCCCOc1ccc(NC(=O)CCSc2nccn2C)cc1	-5	x	9	x	x	-7	x
CCC(c1nnc(SCC(=O)Nc2ccc(C(N)=O)cc2)n1Cc1ccccc1)N(C)C (stereo not drawn)	-2	-2	4	-1	0	4	4
OCCNCC(O)Cn1ccc2ccccc21 (stereo not drawn)	x	-1	3	-11	1	x	x
COc1ccc(C(=O)/C=C/c2ccc(OC(=O)c3cc(OC)c(OC)c(OC)c3)cc2)cc1	0	1&3	-15&13	-1	18&-4	0	2
C[C@H](NC(=O)C[C@@H]1CC[C@H](NC(=O)C2CCC2)[C@@H](CO)O1)c1ccccc1	3	3	20	x	0	1	-4
C[C@@H]1CN([C@H](C)CO)C(=O)c2cc(NS(=O)(=O)c3ccc(Cl)cc3)ccc2O[C@@H]1CN(C)Cc1ccc(Cl)c(Cl)c1	14	-1	7	-16[16.7 µM]	0	0	-7
Cc1cccc(OCC(O)Cn2c(NCc3cccnc3)nc3c2c(=O)[nH]c(=O)n3C)c1 (stereo not drawn)	x	-2	2	-1	5	x	9
C[C@H]1CN([C@@H](C)CO)S(=O)(=O)c2ccc(C#CC3(O)CCCC3)cc2O[C@@H]1CN(C)C(=O)Cc1ccccc1	-3	-4	-3	44[16.7 µM]	2	-6	-69
O=C(c1ccc2c(c1)OCO2)N1CCC2(CC1)Oc1ccc(F)cc1C(=O)C21CC(c2cccnc2)=NO1 (stereo not drawn)	x	2	9	-5	9	4	12
CCn1c(=O)c2sccc2n(CC(=O)NCCC2=CCCCC2)c1=O	3	-1	-2	-3	-7	2	7
CCCC/C=C/C(NC(=O)c1ccc(-c2ccccc2)cc1)c1ccccc1 (stereo not drawn)	x	3	2	x	-1	-3	-1
Cc1ccc(S(=O)(=O)NNC(=O)c2ccncc2)cc1[N+](=O)[O-]	0	3	-2	0	0	-3	7
O=C(CN1CCN(c2ccc(F)cc2)CC1)Nc1cccnc1Cl	5	x	-4	x	x	0	x
CCNC(=O)C[C@H]1CC[C@H]2[C@@H](COc3ccc(NC(=O)c4cc(C)on4)cc3C(=O)N2C)O1	-3	-8	7	13[16.7 µM]	-4	-3	13
C[C@@H]1CN([C@@H](C)CO)C(=O)c2cc(NC(=O)C3CC3)ccc2O[C@@H]1CN(C)S(=O)(=O)c1cccs1	0	1	-12	10[16.7 µM]	0	-1	-16

Next structures:
compound	SIRT5 inh	Cneo AK release	ARNT TACC3 PPI	miR122 inh	esBAF inh	ERp5 block	C2C12 statin
Cc1cc(/C=N/NC(N)=S)c(C)n1-c1ccc(Br)cc1	-2	x	-15	x	x	-3	x
Cc1ccccc1-c1ccc2c(c1)O[C@H](CN(C)Cc1ccc(C(=O)O)cc1)[C@H](C)CN([C@@H](C)CO)S2(=O)=O	2	0	4	-1[16.7 µM]	-8	0	1
COc1ccc(C2CCc3cc4c(cc3C2=NO)OCO4)cc1OC (stereo not drawn)	x	-2	x	5	-6	-8	9
CN(C)C(=O)[C@H]1[C@H](CO)[C@H]2Cn3c(ccc(-c4cncnc4)c3=O)[C@@H]1N2C(=O)NC1CCCC1	x	-2	x	x	3	-2	1
C[C@H](CO)N1C[C@H](C)[C@@H](CN(C)C(=O)C2CC2)Oc2cc(-c3cccc(F)c3)ccc2S1(=O)=O	-3	-2	-3	x	-5	-1	5
O=C(NCc1ccccc1F)C1CCN(C(=O)NCc2ccccc2)CC1	x	-1	x	-4	-4	x	12
CN(C)c1ccc(/C=C/c2ccncc2)cc1	x	19	4	3	30	x	-6
O=C(CCn1cccn1)Nc1ccc(-c2ccno2)cc1	-10	2	-4	2	28	-8	-11
COc1cc(NC(=O)C2=C(C)OCCS2)c(Cl)cc1C(=O)NCCN(C)C	-2	2	-2	-12	7	1	10
Cc1cc(Nc2ncc(Cl)cc2Cl)n[nH]1	x	12	18	-2	-12	x	9
CN(C)C(=O)c1ccc(-c2ccc3c(c2)[C@H]2[C@H](CCN2C(=O)C2CCC2)[C@H](CO)N3C)cc1	1	-10	0	-15[16.7 µM]	2	-2	-25
Cc1ccc(SC(C)C(=O)Nc2ncn[nH]2)cc1 (stereo not drawn)	-1	-2	8	2	-3	14	4
COc1cccc(C2c3c(oc4cc(C)c(C)cc4c3=O)C(=O)N2CCCN(C)C)c1 (stereo not drawn)	x	-1	6	1	5	x	-7
N#Cc1ccc(Cn2c(-c3ccc(F)cc3)noc2=O)cc1	-1	-1	-5	31	6	1	3
CC(=O)N1CCc2ccc(N)cc21	x	-1	0	x	-1	-4	4
CCN1C(=O)CC(N2CCN(c3ccc(C(=O)c4ccccc4)cc3)CC2)C1=O (stereo not drawn)	x	1	2	-5	55*	x	-5
COc1ccc(NC(=O)Nc2ccc3c(c2)CC(=O)N([C@H](C)CO)C[C@H](C)[C@H](CN(C)C(=O)Nc2ccc4c(c2)OCO4)O3)cc1	-2	-4	-9	-4[16.7 µM]	2	2	-4
O=C(Cc1ccc(F)cc1)NC1CCCC1	x	2	1	-8	-2	x	0
O=[N+]([O-])c1ccc(N2CCN(S(=O)(=O)c3ccc(Cl)cc3)CC2)cc1NCc1cccnc1	0	-3	x	-1	x	-5	x
CCOc1ccc(S(=O)(=O)N(C)c2ccc(OCC(=O)Nc3nc(-c4cc(OC)ccc4OC)cs3)cc2)cc1	-2	5	x	x	x	3	x

Carrying on:
compound	SIRT5 inh	Cneo AK release	ARNT TACC3 PPI	miR122 inh	esBAF inh	ERp5 block	C2C12 statin
Cc1noc(C)c1COC(=O)c1cc(C)n(-c2ccccc2)c1C	x	-2	-1	10	80*	x	7
COc1ccc(-c2cc(C(=O)NC(Cc3c[nH]c4ccccc34)C(=O)O)c(C)o2)cc1OC (stereo not drawn)	0	x	11	x	x	11	x
O=C(O)c1ccccc1C(=O)N1CCN(c2cccc(Cl)c2)CC1	x	1	2	-2	9	x	84*
Cc1noc(C)c1S(=O)(=O)N(C)C[C@@H]1OCCCC[C@H](C)Oc2ccc(NC(=O)Nc3ccc(F)cc3)cc2C(=O)N([C@H](C)CO)C[C@@H]1C	-2	-1	0	4[16.7 µM]	4	0	x
